Source: PubChem BioAssay
TcdB GH inh = TcdB glycohydrolase inhibition. inhibition, % at 9.99 µM. AID 652162. TcdB glycohydrolase enzymatic assay, plate reader. actives 0.24% (n = 350,000). P18177; in the data active = inhibition above about 10%
PrPC surface inh = inhibitors of human cell surface prion protein PrPC | P04156 | TR-FRET read-out | inhibition, % at 13.8 µM | actives 0.43% (n = 370,000) | AID 720596; in the data active = inhibition above about 24%; note: 0% = median of the test wells and 100% = reference compound wells
BH1578 lux ind = induces V. cholerae light production without autoinducers | AID 588436 | actives 0.16% (n = 350,000) | activation, % at 18.7 µM | V. cholerae BH1578 lux reporter, luminescence, 6 h; in the data active = activation mostly above about 9.7%, no sharp cut-off; inconclusive = no clear call, values can overlap the other calls; inactive = mostly below about 3.7%; note: not every result past the cut was called active; inactives centre near 0; reference of the scale not given here
Anthrax LF inh2 = inhibitors of Bacillus anthracis lethal factor protease. multiplex microsphere protease cleavage assay, LF. inhibition, % at 10 µM. actives 0.12% (n = 360,000); note: plate controls were buffer without enzyme for full effect and enzyme alone for no effect
Target sequence (P15917 whole entry, looked up): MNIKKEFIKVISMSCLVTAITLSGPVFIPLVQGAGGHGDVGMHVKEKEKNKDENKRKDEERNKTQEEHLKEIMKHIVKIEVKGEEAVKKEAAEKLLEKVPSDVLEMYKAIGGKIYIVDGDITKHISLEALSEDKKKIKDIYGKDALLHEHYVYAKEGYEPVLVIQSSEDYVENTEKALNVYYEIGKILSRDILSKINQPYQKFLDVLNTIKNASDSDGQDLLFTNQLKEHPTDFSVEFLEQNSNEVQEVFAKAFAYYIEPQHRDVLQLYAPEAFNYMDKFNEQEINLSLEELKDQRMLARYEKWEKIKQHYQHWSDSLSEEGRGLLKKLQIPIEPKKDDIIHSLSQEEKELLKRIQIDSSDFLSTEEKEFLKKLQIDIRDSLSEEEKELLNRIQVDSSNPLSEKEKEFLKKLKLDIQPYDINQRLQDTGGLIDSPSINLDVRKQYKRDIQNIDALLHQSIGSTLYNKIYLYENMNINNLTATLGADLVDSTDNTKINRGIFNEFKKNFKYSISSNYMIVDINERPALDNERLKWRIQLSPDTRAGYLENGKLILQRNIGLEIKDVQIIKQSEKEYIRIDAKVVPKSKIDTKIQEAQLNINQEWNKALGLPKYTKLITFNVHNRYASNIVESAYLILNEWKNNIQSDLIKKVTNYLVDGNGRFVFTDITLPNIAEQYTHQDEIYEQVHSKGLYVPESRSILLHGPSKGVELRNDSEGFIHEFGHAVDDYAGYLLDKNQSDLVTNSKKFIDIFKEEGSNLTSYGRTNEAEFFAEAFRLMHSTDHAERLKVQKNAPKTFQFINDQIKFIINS
3CLpro inhibitor = SARS-CoV 3CLpro protease inhibition | P0C6X7 | recombinant SARS-CoV 3CLpro, quenched FRET peptide cleavage | inhibition, % at 6 µM | actives 0.14% (n = 290,000) | AID 1706; in the data active = inhibition above about 12%
PfHsp40 yeast = restores yeast growth despite PfHsp40 toxicity. S. cerevisiae expressing PfHsp40, growth rescue, ATP luminescence. actives 0.68% (n = 340,000). growth rescue, % at 12.5 µM. AID 504582; in the data active = growth rescue above about 28%, passing the limit was not always enough; inconclusive = no clear call, values can overlap the other calls;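 note: yeast W303a lacking pdr1 and pdr3 grown in galactose medium; growth measured after three days at 30 °C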
SSB-PriA inh = inhibitors of Klebsiella pneumoniae PriA binding to SSB C-terminal tail; AlphaScreen SSBct-PriA binding, biotinylated peptide; inhibition, % at 33 µM; actives 0.6% (n = 430,000); AID 1272365; in the data active = inhibition mostly above about 37%, no sharp cut-off; inactive = mostly below about 20%;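 note: plate controls were negative control peptide for no effect and reference peptide for full effect; strong numbers were not always called active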
Yp Topo-I inh = blocks Yersinia pestis topoisomerase I activity. Y. pestis Topo-I cleavage product accumulation, plate reader. activity, % at 10 µM. actives 0.064% (n = 360,000); in the data active = activity above about 50%, passing the limit was not always enough; inconclusive = no clear call, values can overlap the other calls; note: inactives centre near 2
BoNT-A LC inh2 = blocks Botulinum neurotoxin A light chain protease | actives 0.17% (n = 360,000) | AID 588499 | inhibition, % at 10 µM | multiplex microsphere protease substrate cleavage, flow cytometry; note: plate controls were buffer without enzyme for full effect and enzyme alone for no effect
The depositor's hits bear a star; i = inactive; ? = inconclusive; . = no result given. Cut-off read from the data, not from the text of the source, unless noted: active = inhibition above about 30%; inconclusive = no clear call, values can overlap the other calls; inactive = below that. An excerpt; rates above refer to the full screens.

The first 2 records, to show the layout:
SMILES	TcdB GH inh	PrPC surface inh	BH1578 lux ind	Anthrax LF inh2	3CLpro inhibitor	PfHsp40 yeast	SSB-PriA inh	Yp Topo-I inh	BoNT-A LC inh2
C=CCC(C)(NCc1ccccc1)c1ccccc1 (stereo unspecified)	.	19	-0.2	-3	0	0.9	-13	14	-0.3
CCc1cccc(OCCOC(=O)CNS(=O)(=O)c2ccc(NC(C)=O)cc2)c1	1.1	-7	i	0	.	1.5	-6	-3	2.9

The list itself, from the start:
SMILES	TcdB GH inh	PrPC surface inh	BH1578 lux ind	Anthrax LF inh2	3CLpro inhibitor	PfHsp40 yeast	SSB-PriA inh	Yp Topo-I inh	BoNT-A LC inh2
C=CCC(C)(NCc1ccccc1)c1ccccc1 (stereo unspecified)	.	19	-0.2	-3	0	0.9	-13	14	-0.3
CCc1cccc(OCCOC(=O)CNS(=O)(=O)c2ccc(NC(C)=O)cc2)c1	1.1	-7	i	0	.	1.5	-6	-3	2.9
COc1ccc(N2CC(NC(=O)NCC(C)C)CC2=O)cc1 (stereo unspecified)	0.2	-1	-0.2	1	3	-0.4	-11	7	0.1
CN(C)CCn1nnc2c(=O)oc3ccccc3c21	0.7	4	-0.4	-1	2	1.5	-2	5	-1.0
N#Cc1c(-c2cccc(F)c2)cc(-c2ccccc2)nc1Br	.	4	-0.3	2	5	1.6	8	5	-0.4
CCCCNC(=O)OC1CCS(=O)(=O)C1 (stereo unspecified)	.	-3	i	-1	1	-2.8	-6	-1	-0.6
Cc1cc(C)n(Cc2ccccc2F)c(=O)c1C#N	3.6	3	-0.1	-1	-4	-0.4	-12	7	-1.0
O=C(c1cccs1)N1CCN=C1SCc1cccnc1	.	5	-3.4	3	0	-0.2	-10	2	-1.5
CN1CCCC(n2nc(Cc3ccc(Cl)cc3)c3ccccc3c2=O)CC1 (stereo unspecified)	1.5	-14	i	6	.	0.9	2	6	-0.9
O=C(COc1ccccc1)NCCSCc1ccco1	.	-3	i	-3	4	0.4	-5	2	0.6
CCC(C)C(NC(C)=O)C(=O)NC(=O)NC(c1ccccc1)c1ccccc1 (stereo unspecified)	.	0	-2.2	-3	3	0.7	-9	11	0.1
CCCCCc1cc(=O)c2ccccc2o1	0.5	-2	i	3	.	0.3	-21	2	-0.4
COc1ccc(C(C)=O)cc1Cn1nc(C)c([N+](=O)[O-])c1C	1.4	6	2.1	0	7	-2.7	-9	0	-1.0
O=C(NCc1cccc(Cl)c1)c1ccc(S(=O)(=O)Nc2cccc(C(F)(F)F)c2)cc1	.	10	-0.2	-2	1	2.2	-2	-10	0.5
Cc1nn(C)cc1CNC(=O)COc1ccc(Cl)cc1Cl	.	7	i	4	-2	0.9	-3	6	0.2
O=C(COc1ccc(S(=O)(=O)NC2CCCCC2)cc1Cl)Nc1ccc2c(c1)OCO2	.	7	-0.2	-3	2	7.8	15	-3	-3.5
CCOC(=O)C1(c2ccccc2)CCN(CC(=O)c2ccc(NC(C)=O)cc2)CC1	1.4	-5	i	-1	.	-0.2	0	11	-0.4
O=C(C[n+]1cc(-c2ccc(Br)cc2)n2c1CCCCC2)c1ccccc1	-0.3	-7	-0.5	4	0	0.6	-1	12	0.4
CCOC(=O)C1=C(C)NC(C)=C(C(=O)OCC)C1C(=O)OCC(=O)NCCc1ccc(S(N)(=O)=O)cc1	2.2	4	i	?	.	-1.1	-13	46	1.3
CCCCNC(=O)c1[nH]c(=O)cnc1-c1ccccc1	-1.2	5	.	-3	.	.	.	.	-0.2
CCN(Cc1ccccc1)S(=O)(=O)c1ccc(C(=O)N(CCCN(C)C)c2nc3c(F)cccc3s2)cc1	1.1	-6	-0.4	.	-2	1.0	25	26	.
FC(F)(F)c1cc(Cl)c2nc(-c3ccc(Cl)cc3)c(Cc3ccsc3)n2c1	0.7	2	.	4	.	.	.	.	2.1
CC(C)n1nnc2ccccc2c1=O	.	-1	-0.7	5	4	0.9	-17	6	0.1
COc1ccc(-c2sc3ccccc3c2-c2ccc(OCCN(C)C)cc2)cc1	3.6	-1	i	-8	.	19	25	-20	-0.2
O=C(CC1(O)C(=O)Nc2cc(Cl)cc(Cl)c21)c1ccccc1O (stereo unspecified)	.	-33	-0.7	-2	3	1.4	-1	-8	0.1
Cc1ccnc(NC(=O)c2cccc(S(=O)(=O)N3CCN(c4ccc(F)cc4)CC3)c2)c1	0.8	-1	5.0	5	.	-0.1	25	11	4.3
COc1ccccc1NC(=O)Nc1nc(C(N)C(C)C)cs1 (stereo unspecified)	0.2	2	i	-4	.	.	.	-3	-0.1
Cc1ccccc1Oc1ncccc1C(=O)/C(C#N)=C/N(C)C	.	-3	i	-1	4	-0.1	-1	-10	-2.1
COc1cc(Nc2ccc(C)cc2)c([N+](=O)[O-])nc1[N+](=O)[O-]	.	-4	-3.7	-1	4	0.5	-22	1	-0.4
COc1ccccc1CNC(=O)CNC(=O)c1ccc(Br)o1	1.7	0	-9.2	3	7	0.0	2	4	1.3

Some of the entries above in a different format:
Below each compound: TcdB GH inh, PrPC surface inh, BH1578 lux ind, Anthrax LF inh2, 3CLpro inhibitor, PfHsp40 yeast, SSB-PriA inh, Yp Topo-I inh, BoNT-A LC inh2
- Cc1nn(C)cc1CNC(=O)COc1ccc(Cl)cc1Cl
→ ., 7, i, 4, -2, 0.9, -3, 6, 0.2
- O=C(COc1ccc(S(=O)(=O)NC2CCCCC2)cc1Cl)Nc1ccc2c(c1)OCO2
→ ., 7, -0.2, -3, 2, 7.8, 15, -3, -3.5
- CCOC(=O)C1(c2ccccc2)CCN(CC(=O)c2ccc(NC(C)=O)cc2)CC1
→ 1.4, -5, i, -1, ., -0.2, 0, 11, -0.4
- O=C(C[n+]1cc(-c2ccc(Br)cc2)n2c1CCCCC2)c1ccccc1
→ -0.3, -7, -0.5, 4, 0, 0.6, -1, 12, 0.4
- CCOC(=O)C1=C(C)NC(C)=C(C(=O)OCC)C1C(=O)OCC(=O)NCCc1ccc(S(N)(=O)=O)cc1
→ 2.2, 4, i, ?, ., -1.1, -13, 46, 1.3
- CCCCNC(=O)c1[nH]c(=O)cnc1-c1ccccc1
→ -1.2, 5, ., -3, ., ., ., ., -0.2
- CCN(Cc1ccccc1)S(=O)(=O)c1ccc(C(=O)N(CCCN(C)C)c2nc3c(F)cccc3s2)cc1
→ 1.1, -6, -0.4, ., -2, 1.0, 25, 26, .
- FC(F)(F)c1cc(Cl)c2nc(-c3ccc(Cl)cc3)c(Cc3ccsc3)n2c1
→ 0.7, 2, ., 4, ., ., ., ., 2.1
- CC(C)n1nnc2ccccc2c1=O
→ ., -1, -0.7, 5, 4, 0.9, -17, 6, 0.1
- COc1ccc(-c2sc3ccccc3c2-c2ccc(OCCN(C)C)cc2)cc1
→ 3.6, -1, i, -8, ., 19, 25, -20, -0.2
- O=C(CC1(O)C(=O)Nc2cc(Cl)cc(Cl)c21)c1ccccc1O (stereo unspecified)
→ ., -33, -0.7, -2, 3, 1.4, -1, -8, 0.1
- Cc1ccnc(NC(=O)c2cccc(S(=O)(=O)N3CCN(c4ccc(F)cc4)CC3)c2)c1
→ 0.8, -1, 5.0, 5, ., -0.1, 25, 11, 4.3
- COc1ccccc1NC(=O)Nc1nc(C(N)C(C)C)cs1 (stereo unspecified)
→ 0.2, 2, i, -4, ., ., ., -3, -0.1
- Cc1ccccc1Oc1ncccc1C(=O)/C(C#N)=C/N(C)C
→ ., -3, i, -1, 4, -0.1, -1, -10, -2.1
- COc1cc(Nc2ccc(C)cc2)c([N+](=O)[O-])nc1[N+](=O)[O-]
→ ., -4, -3.7, -1, 4, 0.5, -22, 1, -0.4
- COc1ccccc1CNC(=O)CNC(=O)c1ccc(Br)o1
→ 1.7, 0, -9.2, 3, 7, 0.0, 2, 4, 1.3

(more compounds)
SMILES	TcdB GH inh	PrPC surface inh	BH1578 lux ind	Anthrax LF inh2	3CLpro inhibitor	PfHsp40 yeast	SSB-PriA inh	Yp Topo-I inh	BoNT-A LC inh2
CC1CN(S(=O)(=O)c2csc(C(=O)Nc3ccccc3)c2)CC(C)O1 (stereo unspecified)	1.1	9	-1.6	3	-3	-1.0	4	3	1.9
Cc1ccc(-c2c(C(=O)N/N=C/c3cccnc3)nnn2-c2nonc2N)cc1	0.8	-7	-0.8	-4	-1	-0.6	.	-2	1.0
CCCOc1ccc(-c2cnc(SCC(N)=O)nc2N)cc1	.	2	0.5	-4	-1	-1.6	-12	-1	0.1
O=C1CCc2cc(S(=O)(=O)N3CCC(C(=O)NCCC4=CCCCC4)CC3)ccc2N1	1.2	-9	-0.5	-3	-4	0.2	3	-4	0.0
CN(C)/C=C1\SC(=S)N(c2ccc(Br)cc2)C1=O	-0.5	-14	i	-16	-1	2.5	-11	-17	-8.8
COCC(=O)N1CCCC(N(C)CCc2ccc(OC)c(OC)c2)C1 (stereo unspecified)	-0.1	-10	3.8	2	-1	-1.6	-15	-1	-2.8
O=C(c1ccc(F)cc1Cl)N(c1ccccn1)C1CCCCC1	0.0	8	i	-1	1	-0.8	-11	7	0.0
CC1(C)NC(=O)N(CCOCCSc2ccccc2)C1=O	-1.2	5	-0.2	0	4	-0.6	-7	-6	-3.3
Cc1ccc(-n2nnnc2C(Cl)c2nnnn2-c2ccc(C)cc2)cc1	.	8	-0.2	0	-3	?	1	-5	0.6
Cc1ccc(S(=O)(=O)N(CC(=O)c2ccc(Cl)cc2)C(=O)N2CCN(C)CC2)cc1	0.8	2	2.9	-2	.	0.6	-11	-1	1.3
CNS(=O)(=O)c1cc(NC(=O)CCNC(=O)c2ccco2)ccc1C	0.9	6	-0.4	0	-2	0.3	-1	-5	0.7
CCc1nnc(NC(=O)C2CCC(CNc3c(N4CCCCC4)c(=O)c3=O)CC2)s1 (stereo unspecified)	-0.3	-2	-0.4	-5	4	0.1	-11	6	0.4
Nc1nc(CSc2nc3ccccc3s2)nc(N2CCOCC2)n1	-0.6	7	i	-7	3	-0.2	-11	1	1.8
O=[N+]([O-])c1ccc(Cl)cc1	0.6	2	-0.3	-8	.	3.1	7	-7	-0.6
O=C(c1cccc(F)c1)N1CCN=C1SCc1cccnc1	0.4	2	-0.1	-2	2	-1.3	-5	4	-0.6
CCc1ccccc1NC(=S)N(Cc1cccnc1)Cc1ccco1	0.6	3	-0.2	-1	4	0.0	7	4	-1.3
CC(C)(C)n1nnnc1C(c1ccccc1)N1CCN(c2ncc(C(F)(F)F)cc2Cl)CC1 (stereo unspecified)	-0.5	-3	.	-8	.	.	.	.	-0.9
